GCN5L2 inh – qHTS Assay for Inhibitors of GCN5L2 | GCN5L2 HAT assay, ThioGlo1 CoA-SH fluorescence | Potency, µM (titrated, usually from 58.9 µM), for the others: at the highest dose activity change, negative = inhibition, actives largely listed as inhibitors | actives 0.21% (n = 390,000)
Target sequence (Q92830 whole entry, looked up): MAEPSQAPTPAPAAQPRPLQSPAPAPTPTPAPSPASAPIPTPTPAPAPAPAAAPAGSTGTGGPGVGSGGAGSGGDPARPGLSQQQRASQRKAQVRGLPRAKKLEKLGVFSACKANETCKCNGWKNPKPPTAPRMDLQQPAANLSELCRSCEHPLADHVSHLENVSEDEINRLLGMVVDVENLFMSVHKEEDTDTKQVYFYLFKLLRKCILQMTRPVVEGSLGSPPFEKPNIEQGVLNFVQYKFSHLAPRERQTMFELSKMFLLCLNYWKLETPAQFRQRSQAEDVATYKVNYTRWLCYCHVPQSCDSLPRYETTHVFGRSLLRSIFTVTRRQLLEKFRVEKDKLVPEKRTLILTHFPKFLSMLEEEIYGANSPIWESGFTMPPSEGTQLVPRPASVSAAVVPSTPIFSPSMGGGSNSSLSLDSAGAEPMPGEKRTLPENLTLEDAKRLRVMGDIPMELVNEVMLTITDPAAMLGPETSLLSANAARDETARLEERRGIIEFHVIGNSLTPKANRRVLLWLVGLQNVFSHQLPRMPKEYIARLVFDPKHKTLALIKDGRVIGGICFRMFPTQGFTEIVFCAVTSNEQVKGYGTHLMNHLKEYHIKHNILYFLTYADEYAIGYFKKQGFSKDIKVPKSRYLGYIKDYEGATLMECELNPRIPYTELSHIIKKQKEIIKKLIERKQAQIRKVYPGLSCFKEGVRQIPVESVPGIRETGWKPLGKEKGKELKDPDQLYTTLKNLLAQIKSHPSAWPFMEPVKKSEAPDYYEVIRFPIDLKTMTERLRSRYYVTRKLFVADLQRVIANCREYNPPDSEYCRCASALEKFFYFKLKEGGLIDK
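Enzyme at 20nM final was mixed with library compounds for 15 min at room temperature. Peptide H3(1-25) at 75uM, acetyl-CoA at 70uM and ThioGlo1 at 50uM were then added. Plates were read immediately and after 20 min (Ex340nm/Em540nm).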
N370S GC mod – qHTS Assay for Inhibitors and Activators of N370S glucocerebrosidase as a Potential Chaperone Treatment of Gaucher Disease; Lysosomal acid glucosylceramidase (Homo sapiens), P04062; AID 2101, 2009; N370S GC spleen homogenate, 4MU-glucoside fluorescence; actives 0.092% (n = 330,000); Potency, µM (highest dose often 59.4 µM), for inactives: at the highest dose activity change, negative = inhibition, hits mostly inhibitors;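 note: 0% = full enzyme activity and -100% = no enzyme basal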
FEN1 inh – qHTS Assay for the Inhibitors of Human Flap endonuclease 1 (FEN1). P39748. Recombinant FEN1 flap cleavage, fluorescence, 15 min. Potency, µM (top dose mostly 114 µM), for the others: at the top dose activity change, negative = inhibition, usual class: inhibitors. actives 0.35% (n = 390,000). AID 588795, 2011; note: nearly all actives have a fitted effect of over 65% in size
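FEN1 at 10 nM preincubated with compounds 15 min at room temperature, then flap DNA substrate added at 50 nM final. Signal read at 0 and 15 min; concentration-response fitted with four-parameter Hill equation.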
* = called active by the depositor; ? = inconclusive; nt = not tested or not shown; & = joins results of further samples; [ ] = dose if it differs, or a comment. Calls come from the whole dose curve; as a rule, active = well fitted curve in the direction sought with a large enough effect; inconclusive = small, poorly fitted or top-dose-only effect, or another doubt; inactive = no such curve, though single readings can be large; an effect the other way counts as inactive or inconclusive. Unless noted, % is set by controls: 0 for no effect and ±100 for the full control effect; potency is the fitted concentration of half-maximal effect. An excerpt. The share of hits here may be higher or lower than overall.

[1] CCOC(=O)NC(=O)CN1C(=O)NC(C)(c2ccccc2)C1=O (stereo not given)
[2] COc1cc2nc(NC(=O)c3ccco3)sc(=O)c2cc1OC
[3] COC(=O)c1sc2nc(CN3CCN(c4ccc(OC)cc4)CC3)[nH]c(=O)c2c1C
[4] CCC(C)(C)NC(=O)CN(C(=O)C(=O)Nc1ccc2c(c1)OCCO2)C1CC1
[5] CCC(=O)Nc1c2c(nn1-c1ccc(OC)cc1)CS(=O)C2 (stereo not given)
[6] CC(C)c1ccc(OCCCN2CCCC2)cc1
[7] Cc1ccnc(NC(=O)c2ccc([N+](=O)[O-])o2)c1
[8] COc1ccc(C(=O)CSc2nc3[nH]ncc3c(=O)[nH]2)cc1

compound no. | 1 | 2 | 3 | 4 | 5 | 6 | 7 | 8
GCN5L2 inh | -1% | -13% | -6% | -2% | 0% | 16% | -7% | -2%
N370S GC mod | -3% | -12% | -6% | -7% | -4% | 1% | 6% | -5%
FEN1 inh | -8% | -15% | -4% | 4% | 19% | 14% | -2% | -1%

Reformatted with bars between the fields: entries from further up
nr | canonical_smiles | GCN5L2 inh | N370S GC mod | FEN1 inh
7 | Cc1ccnc(NC(=O)c2ccc([N+](=O)[O-])o2)c1 | -7% | 6% | -2%
6 | CC(C)c1ccc(OCCCN2CCCC2)cc1 | 16% | 1% | 14%

The list continues.
[9] O=C(Nc1ccc(F)cc1F)N1CCN(C/C=C/c2ccccc2)CC1
[10] Cc1cccn2c(CNCCc3ccco3)c(C(=O)N3CCOCC3)nc12
[11] O=C(NNC(=O)c1cc([N+](=O)[O-])ccc1Cl)c1cccnc1
[12] CC(=O)c1ccc(S(=O)(=O)Nc2cccc(-n3cnnn3)c2)cc1
[13] CCCC(NC(=O)C(C)N1CCN(S(=O)(=O)c2ccccc2)CC1)c1ccccc1 (stereo not given)
[14] COC(=O)CCCCCNC(=S)Nc1ccc2[nH]c(=O)[nH]c2c1
[15] CCOc1ccc(NC(=S)NCc2ccc3c(c2)OCO3)cc1
[16] CCc1ccc(CN2CCC(n3nccc3NC(=O)Cc3ccccc3)CC2)o1

compound no. | 9 | 10 | 11 | 12 | 13 | 14 | 15 | 16
GCN5L2 inh | -4% | ? | -1% | ? | -5% | -8% | -2% | 1%
N370S GC mod | 3% | -2% | -1% | -1% | nt | 8% | 1% | -18%
FEN1 inh | -2% | 3% | 4% | 1% | -3% | -3% | -19% | -4%

[17] CCn1c(Cc2ccc(OC)cc2)nnc1SCc1nc2ccccc2c(=O)[nH]1
[18] CC1CCN(c2nc3c(S(=O)(=O)c4cccc(Cl)c4)nnn3c3ccsc23)CC1
[19] CCN(Cc1ccc(OC)c(COC)c1)CC1CCCN(CCc2cccc(F)c2)C1 (stereo not given)
[20] CCCn1c(SCC(=O)Nc2ccccc2N2CCOCC2)nc2c1c(=O)n(C)c(=O)n2C
[21] O=C(CSc1n[nH]c(=O)n1-c1ccc2c(c1)OCCO2)Nc1ccccc1
[22] Cc1ccc2c(CNCc3ccco3)cc(=O)oc2c1
[23] CCN(CC)Cc1c(O)ccc2c(=O)c(-c3ccccc3OC)coc12
[24] CCSS(=O)(=O)c1cccc2cccnc12

compound no. | 17 | 18 | 19 | 20 | 21 | 22 | 23 | 24
GCN5L2 inh | -1% | -6% | -2% | -4% | 1% | -1% | -17% | 3.2µM*
N370S GC mod | -6% | nt | -6% | 9% | 13% | 0% | ? | -6%
FEN1 inh | -8% | 0% | 17% | -9% | -1% | -9% | 5% | -32%

[25] COc1ccc(-c2noc(-c3ccc(N4CCN(c5ccccc5OC)CC4)c([N+](=O)[O-])c3)n2)cc1
[26] COc1cc2cc(CN(CCO)S(=O)(=O)c3ccccc3)c(=O)[nH]c2cc1OC
[27] COC(=O)COc1cccc(-n2cnnn2)c1
[28] COc1cccc(C(=O)n2cnnc2N)c1OC
[29] CCOC(=O)CNC(=O)CSc1nc(-c2ccc(C)cc2)ns1
[30] C=CCN1CCN(C(CC(C)C)c2nnnn2CCOC)CC1 (stereo not given)
[31] CCOC(=O)c1cc(NC(=O)C2C3CCC(O3)C2C(=O)O)cc(C(=O)OCC)c1 (stereo not given)
[32] COCC1CCCCC1OS(N)(=O)=O (stereo not given)

compound no. | 25 | 26 | 27 | 28 | 29 | 30 | 31 | 32
GCN5L2 inh | -1% | 0% | -2% | -4% | 2% | 1% | -1% | -5%
N370S GC mod | nt | 9% | 4% | 8% | 17% | 7%[2.35 µM] | 2% | 0%
FEN1 inh | -2% | -1% | -2% | 7% | 3% | -2% | 8% | 2%

[33] COc1cc(OC)c2c(-c3cccc(/C=C/c4ccc(F)cc4)c3)cc(=O)oc2c1
[34] CN(C)/N=C1\C(=O)N(CN2CCN(c3ccccc3)CC2)c2ccccc21
[35] N#CCCNS(=O)(=O)c1ccc(C(=O)OCC(=O)Nc2ccc3c(c2)OCO3)cc1
[36] O=C(C1=C[C@H](c2ccc(C(F)(F)F)cc2)C[C@H](OCCCCO)O1)N1CCN(Cc2ccccc2)CC1
[37] CC(=O)Nc1c(Cl)n(C(C)=O)c2ccccc12
[38] OCCC1CN(Cc2nc3ccccc3s2)CCN1CCc1ccccc1 (stereo not given)
[39] COc1ccc(NC(=O)Cn2c(=O)oc3cc(S(=O)(=O)N4CCCCCC4)ccc32)cc1OC
[40] CC(C)N(C(=O)[C@H]1C[C@H](CC(=O)NCCCN(C)C)C(=O)N2CCc3c([nH]c4ccc(Cl)cc34)[C@]12C)C(C)C

compound no. | 33 | 34 | 35 | 36 | 37 | 38 | 39 | 40
GCN5L2 inh | -13%&8% | -2% | -1% | -3% | -2% | -8% | 0% | -3%
N370S GC mod | 1% | nt | nt | ? | 1% | 19% | nt | nt
FEN1 inh | 5% | 0% | -14% | -17% | 9% | -1% | -10% | 4%

[41] CC1=CC2=NC(=O)CC(C)(C(=O)N(CC(=O)NC3CCCC3)Cc3ccccc3)N2C=C1 (stereo not given)
[42] O=C(COC(=O)CCC(=O)c1cccs1)NC(=O)c1ccc(OC(F)F)cc1
[43] CC(=O)N1CCc2cc(S(=O)(=O)CCC(=O)N3CCN(c4ccccc4F)CC3)ccc21
[44] Cc1ccc(NC(=O)CSc2nnc(-c3cccs3)o2)cc1S(=O)(=O)N(C)C
[45] Cc1cc2cc(CNC(=O)c3ccc(Br)o3)ccc2n1C
[46] CN(C(=O)CN(C)S(=O)(=O)c1ccc(F)cc1)c1c(N)n(Cc2ccccc2)c(=O)[nH]c1=O
[47] COc1cc(Cl)ccc1OCc1cc(C(=O)N2C[C@]3(C)C[C@H]2CC(C)(C)C3)no1
[48] CCc1ccc(-c2nc(SCC(=O)N(C)C3CCS(=O)(=O)C3)n[nH]2)cc1 (stereo not given)

compound no. | 41 | 42 | 43 | 44 | 45 | 46 | 47 | 48
GCN5L2 inh | -3% | -7% | -9%&4% | -4% | -10% | -4% | -12% | -1%
N370S GC mod | 1% | 1% | 1% | 0% | -14% | 3% | -3% | -12%
FEN1 inh | 1% | -4% | -1%&-21% | nt | ? | 0% | 0% | 6%

[49] Clc1ccc(/C=C/c2nc3ccccc3[nH]2)c(Cl)c1
[50] Cc1ccc(N(CC(=O)NCCc2ccccc2)S(=O)(=O)N(C)C)cc1
[51] Cn1c(Cn2c(=O)sc3ccccc32)nnc1SCC(=O)Nc1cccc(Cl)c1
[52] Cc1nc(CS(=O)(=O)c2ccccc2)cc(Sc2ccc(Cl)cc2Cl)n1
[53] Cc1nc(-c2ccc(NS(C)(=O)=O)cc2)cs1

compound no. | 49 | 50 | 51 | 52 | 53
GCN5L2 inh | -14% | -5% | 1% | 1% | 1%
N370S GC mod | 17% | nt | 24% | 3% | 0%
FEN1 inh | -21% | -1% | -5% | -14% | -3%

Molecules shown so far that contain a Cl atom, in the order listed:
[11] O=C(NNC(=O)c1cc([N+](=O)[O-])ccc1Cl)c1cccnc1
[18] CC1CCN(c2nc3c(S(=O)(=O)c4cccc(Cl)c4)nnn3c3ccsc23)CC1
[37] CC(=O)Nc1c(Cl)n(C(C)=O)c2ccccc12
[40] CC(C)N(C(=O)[C@H]1C[C@H](CC(=O)NCCCN(C)C)C(=O)N2CCc3c([nH]c4ccc(Cl)cc34)[C@]12C)C(C)C
[47] COc1cc(Cl)ccc1OCc1cc(C(=O)N2C[C@]3(C)C[C@H]2CC(C)(C)C3)no1
[49] Clc1ccc(/C=C/c2nc3ccccc3[nH]2)c(Cl)c1
[51] Cn1c(Cn2c(=O)sc3ccccc32)nnc1SCC(=O)Nc1cccc(Cl)c1
[52] Cc1nc(CS(=O)(=O)c2ccccc2)cc(Sc2ccc(Cl)cc2Cl)n1

compound no. | 11 | 18 | 37 | 40 | 47 | 49 | 51 | 52
GCN5L2 inh | -1% | -6% | -2% | -3% | -12% | -14% | 1% | 1%
N370S GC mod | -1% | nt | 1% | nt | -3% | 17% | 24% | 3%
FEN1 inh | 4% | 0% | 9% | 4% | 0% | -21% | -5% | -14%
